PI5P4K alpha inh = qHTS for Inhibitors of phosphatidylinositol 5-phosphate 4-kinase (PI5P4K); Phosphatidylinositol 5-phosphate 4-kinase type-2 alpha (Homo sapiens), P48426; PI5P4Kalpha enzyme, ADP-Glo luminescence, 60 min; hits give low values; max response, %; 1.2% of 330,000 active; AID 652105, 2013; active means max response of -50% or lower; inconclusive means between -30% and -50%; inactive means -30% or higher; further: value at the top dose of about 77 µM; on the % scale 0 is the no-effect control and ±100 the full control effect
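Quantitative HTS of the MLSMR library against PI5P4Kalpha with substrate. ATP added last at 5 microM final; room temperature, 60 minutes. Remaining ATP depleted, ADP converted and read as luminescence.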
FUS yeast rescue = qHTS for Suppressors of FUS Proteinopathy: Primary screen using FUS-linked yeast assay | S. cerevisiae FUS-expressing, growth rescue, OD600, 24 h | 0.24% of 390,000 active | Potency, µM (titrated, usually from 76.6 µM), for the others: at the top dose growth rescue (activation), hits mostly activators;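 further: potency means the concentration at half of the fitted maximal effect; plate controls were DMSO vehicle for no effect and reference control for full effect; nearly all actives have a fitted effect of over 55% in size; some results filed as inactive show a strong effect at the top dose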
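Quantitative HTS measuring growth restoration of FUS-toxic yeast. Galactose-induced cells (OD 0.005) were exposed 24hr at 30C to compounds at several concentrations, then absorbance at 600 nm was recorded.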
Abeta yeast res = qHTS for compounds that reverse cellular toxicity of Amyloid beta (A-beta) peptide in yeast: Primary Screen; yeast expressing A-beta42, growth rescue, OD600, 48 h; response scale: 0% DMSO, 100% iron-clioquinol control; Potency, µM (doses to about 46.1 µM), inactives show top-dose growth rescue, hits mostly activators; 0.063% of 410,000 active; AID 1347071, 2019; further: potency means the concentration at half of the fitted maximal effect; nearly all actives have a fitted effect of over 55% in size
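Growth rescue measured by 600 nm absorbance after 48 h yeast culture at 30 C with compound. Values normalized between DMSO and an equimolar ferric chloride plus clioquinol control.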
WRN inhibitor = qHTS for Inhibitors of WRN Helicase; WRN helicase unwinding, fluorescent forked duplex, kinetic; Potency, µM (highest dose often 114 µM), for inactives: top-dose activity change, negative = inhibition, most hits filed as inhibitors; Bifunctional 3'-5' exonuclease/ATP-dependent helicase WRN (Homo sapiens), Q14191; 0.46% of 360,000 active; AID 651768, 2012; further: potency means the concentration at half of the fitted maximal effect; on the % scale 0 is the no-effect control and ±100 the full control effect; nearly all actives have a fitted effect of over 55% in size
Target sequence (Q14191 whole entry, looked up): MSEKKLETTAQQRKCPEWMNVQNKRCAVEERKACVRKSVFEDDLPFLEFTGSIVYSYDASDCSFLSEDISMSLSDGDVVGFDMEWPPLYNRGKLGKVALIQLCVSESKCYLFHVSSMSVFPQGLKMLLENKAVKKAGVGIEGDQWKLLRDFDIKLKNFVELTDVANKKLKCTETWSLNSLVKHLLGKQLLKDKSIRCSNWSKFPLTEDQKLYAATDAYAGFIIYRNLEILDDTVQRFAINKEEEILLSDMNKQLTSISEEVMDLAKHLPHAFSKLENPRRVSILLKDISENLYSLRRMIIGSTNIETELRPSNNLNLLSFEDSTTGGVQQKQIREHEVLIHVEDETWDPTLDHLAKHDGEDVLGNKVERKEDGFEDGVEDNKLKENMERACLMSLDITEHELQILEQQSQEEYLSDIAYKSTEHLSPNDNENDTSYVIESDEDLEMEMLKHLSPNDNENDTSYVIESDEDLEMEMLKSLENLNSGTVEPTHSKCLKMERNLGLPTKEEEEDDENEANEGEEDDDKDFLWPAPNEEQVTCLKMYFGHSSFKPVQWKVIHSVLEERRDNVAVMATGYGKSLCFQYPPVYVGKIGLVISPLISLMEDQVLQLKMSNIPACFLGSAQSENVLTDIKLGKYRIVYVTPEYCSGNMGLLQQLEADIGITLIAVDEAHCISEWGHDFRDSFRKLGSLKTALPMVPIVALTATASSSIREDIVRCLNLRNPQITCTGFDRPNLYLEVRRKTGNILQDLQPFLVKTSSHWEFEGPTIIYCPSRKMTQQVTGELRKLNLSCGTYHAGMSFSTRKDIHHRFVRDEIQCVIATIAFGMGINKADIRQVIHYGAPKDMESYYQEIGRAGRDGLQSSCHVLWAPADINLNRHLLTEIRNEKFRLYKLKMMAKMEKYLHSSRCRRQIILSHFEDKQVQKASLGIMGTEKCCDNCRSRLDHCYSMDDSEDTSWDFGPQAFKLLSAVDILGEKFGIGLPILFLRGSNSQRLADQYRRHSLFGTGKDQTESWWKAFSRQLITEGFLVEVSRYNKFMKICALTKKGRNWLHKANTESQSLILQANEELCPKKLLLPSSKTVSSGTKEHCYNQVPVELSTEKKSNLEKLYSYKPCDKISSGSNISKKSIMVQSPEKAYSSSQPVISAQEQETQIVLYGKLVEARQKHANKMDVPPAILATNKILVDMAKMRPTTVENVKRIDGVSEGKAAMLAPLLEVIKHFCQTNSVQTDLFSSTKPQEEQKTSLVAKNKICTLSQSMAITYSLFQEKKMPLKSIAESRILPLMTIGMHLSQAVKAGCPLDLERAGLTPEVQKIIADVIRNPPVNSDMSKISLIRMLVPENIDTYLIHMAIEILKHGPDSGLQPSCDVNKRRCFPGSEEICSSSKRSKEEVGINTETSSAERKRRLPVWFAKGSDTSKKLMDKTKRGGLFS
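Enzyme (20 nM final) and test compound sit together 15 min at room temperature before substrate addition. Substrate is a single-forked duplex oligonucleotide (100 nM) labelled with fluorophore and quencher, with 2 mM ATP; helicase unwinding raises red fluorescence, read kinetically.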
EPAC1 antag = qHTS for Antagonist of cAMP-regulated guanine nucleotide exchange factor 3 (EPAC1): primary screen; EPAC1 GEF assay, Rap1b-BODIPY-GDP exchange fluorescence; AID 720709, 2013; Rap guanine nucleotide exchange factor 3 (Homo sapiens), O95398; Potency, µM (titrated, usually from 115 µM), without a hit: at the top dose activity change, negative = inhibition, usual class: inhibitors; 0.14% of 360,000 active;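 further: potency means the concentration at half of the fitted maximal effect; plate controls were vehicle for no effect and positive control for full effect; nearly all actives have a fitted effect of over 50% in size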
IL-2 act = qHTS of IL-2 Activators; IL-2 activation reporter assay, cell-based qHTS; stimulated with anti-CD3/CD4/CD28 beads; in transgenic mouse T cells; activation, % (series mostly up to about 46 µM); 0.065% of 360,000 active; in the data active means activation above about 50%; inconclusive means mostly about 30% to 49%; further: 0% is about no effect
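Unstimulated transgenic mouse T cells; 60-min compound exposure; bead-based TCR/CD4/CD28 stimulation; 18 h culture, 37 degrees C; dual fluorescence (EGFP, DsRed) plate cytometry.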
PLK1 PBD block = qHTS for Inhibitors of PLK1-PDB (polo-like kinase 1 - polo-box domain): Primary Screen; Serine/threonine-protein kinase PLK1 (Homo sapiens), P53350; Plk1 PBD binding of FITC phosphopeptide, fluorescence polarization; Potency, µM, for inactives: max response, negative = inhibition, usual class: inhibitors; 2.8% of 360,000 active; AID 720504, 2013; further: potency means the concentration at half of the fitted maximal effect; series mostly up to about 57 µM; on the % scale 0 is the no-effect control and ±100 the full control effect; nearly all actives have a fitted effect of over 65% in size
EPAC1 agonist = qHTS for Agonist of cAMP-regulated guanine nucleotide exchange factor 3 (EPAC1): primary screen | EPAC1 agonist qHTS, biochemical assay; response scale: 100% = response to 6.5 mM cAMP | Potency, µM (series often up to 154 µM), inactives show top-dose activation, hits mostly activators | 0.073% of 360,000 active | Rap guanine nucleotide exchange factor 3 (Homo sapiens), O95398 | AID 720707, 2013; further: potency means the concentration at half of the fitted maximal effect; nearly all actives have a fitted effect of over 60% in size
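Nucleotide exchange assay: 100 nM EPAC1 with 250 nM Rap1B loaded with BODIPY-GDP and 50 uM GDP, room temperature. Fluorescence (480/540 nm) read every 5 min for 30 min; signal change normalized to 6.5 mM cAMP as full agonist.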
Starred values were filed as active, the others as inactive; ? = inconclusive; nt = not tested or not shown; [ ] = remark or other dose. Unless noted, the call rests on the fitted dose curve; in most records, active means well fitted curve in the direction sought with a large enough effect; inconclusive means small, poorly fitted or top-dose-only effect, or another doubt; inactive means no such curve, though single readings can be large; an effect the other way counts as inactive or inconclusive. Outcome played no part in choosing rows; 4.1% or so of the library scored in one or more.

| Structure | PI5P4K alpha inh | FUS yeast rescue | Abeta yeast res | WRN inhibitor | EPAC1 antag | IL-2 act | PLK1 PBD block | EPAC1 agonist |
| --- | --- | --- | --- | --- | --- | --- | --- | --- |
| COc1cccc(C(=O)Nc2nc(-c3ccncc3)cs2)c1 | ? | 13% | -10% | 0% | -5% | 0.3 | ? | 6% |
| CC(=O)CC(C)=NCCN=C(C)CC(C)=O | nt | 12% | -2% | 0% | 9% | 2.6 | 2% | 3% |
| O=C(NCc1ccc2c(c1)OCO2)C(=O)NCC1OCCN1S(=O)(=O)c1ccc(Br)cc1 (stereo unspecified) | -8 | ? | 4% | 1% | -10% | -2.4 | 1% | -10% |
| O=C(O)CCn1c(-c2ccccc2)cc2ccccc21 | 16 | -7% | 0% | -2% | 7% | -0.5 | -6% | 8% |
| CCOC(=O)c1c(NC(=O)CSc2nnc(CN3CCOCC3)n2C)sc2c1CCCC2 | nt | 38% | 3% | 0% | 14% | 1.0 | -3% | -2% |
| CC1(C)C([N+](=O)[O-])C(c2ccccc2O)NC(c2ccccc2O)C1[N+](=O)[O-] (stereo unspecified) | 4 | 19% | -4% | -14% | -24% | -0.6 | -5% | 5% |
| O=C(CN1C(=O)C(=O)N(C2CCCC2)C1=O)Nc1ccc(N2CCOCC2)cc1 | -3 | 16% | -6% | -5% | ? | -4.5 | 3% | -1% |
| CN(C)CCCNC(=S)NCc1ccc(Cl)cc1 | 1 | nt | 0% | 8% | 8% | -3.7 | -2% | -7% |
| O=C(Cn1ncc2c(=O)oc3ccccc3c21)N1CCCc2ccccc21 | 5 | 30% | 0% | 4% | 4% | 2.7 | -2% | 1% |
| C=CCN(CC=C)Cc1c(O)ccc2c1oc(=O)c1ccccc12 | nt | 8% | -25% | -26% | -13% | -0.2 | -16% | -2% |
| Cc1ccc(C(C)C)c(OCC(=O)Nn2c(C)nc3ccccc3c2=O)c1 | -1 | 16% | -10% | -5% | 1% | 0.5 | -1% | -8% |
| O=C(c1ccc2nccnc2c1)N1CCN(c2ccccc2)CC1 | -1 | 18% | 10% | 6% | -9% | -0.2 | 2% | -3% |
| O=C(/C=C/c1ccc(F)cc1)NC(=S)Nc1ccccc1 | 0 | 0% | ? | 2% | -5% | 0.0 | -6% | 0% |
| Cc1ccc([N+](=O)[O-])cc1NC(=O)C(C)Sc1nnc(C)n1CC1CCCO1 (stereo unspecified) | 0 | 0% | -9% | 5% | -11% | -2.6 | -2% | 3% |
| COc1ccc(OC)c(NC(=O)CSc2nnc(C3CCCCC3)n2-c2ccccc2)c1 | -11 | 29% | -4% | -6% | 0% | -0.6 | 27µM* | 8% |
| Cc1ccc(/C=C/C(=O)OCC(=O)Nc2ccccc2Sc2ccccc2)cc1 | 8 | nt | 8% | -1% | -7% | -1.6 | -10% | 13% |
| Cc1ccc(CSc2ccc(-c3ccco3)nn2)cc1 | -5 | nt | -10% | -12% | -5% | 0.1 | -10% | -9% |
| COc1ccc(NC(=O)CC2C(=O)NCCN2C(=O)c2ccc(N(C)C)cc2)cc1 (stereo unspecified) | 2 | -7% | 0% | -4% | -10% | 0.5 | -4% | 10% |
| CCCCn1c(SCc2c(C)noc2C)nc2cc(S(N)(=O)=O)ccc21 | -10 | -13% | 16%[9.22 µM] | -19% | -19% | -1.5 | -13% | -5% |
| Cc1nc(CCNS(=O)(=O)c2cccnc2)cs1 | 4 | -10% | 6% | -4% | 3% | -0.1 | 0% | 1% |
| Cc1occc1-c1nnc(SCC(=O)c2cc3ccccc3oc2=O)o1 | ? | ? | -8% | ? | ? | 1.5 | -20% | 5% |
| O=C(CSc1nc2ccccc2c(=O)[nH]1)N1CCN(c2ccccc2)CC1 | -3 | 16% | 1% | -12% | -11% | 2.1 | 0% | -11% |
| Cc1ccc(C(=O)N2CCN(c3ccccc3F)CC2)cc1NC1=NC2CS(=O)(=O)CC2S1 (stereo unspecified) | 2 | 10% | 14% | 4% | -3% | -1.2 | -18% | 5% |
| N#C/C(=C\c1cccc(OC(=O)c2cccs2)c1)C(N)=O | 1 | -18% | 7% | -15% | -19% | -1.5 | -20% | -4% |
| Cc1cccc(NC(=O)c2ccc3c(=O)n(CC4CCCO4)c(=S)[nH]c3c2)c1 (stereo unspecified) | -12 | -9% | -5% | -3% | -4% | -4.5 | -18% | 6% |
| Cc1c(NC(=O)CSc2nc3ccccc3s2)c(=O)n(-c2ccccc2)n1C | -22 | nt | 0% | -28% | 8% | -2.0 | -10% | -9% |
| COc1ccc(C)cc1NC(=O)NC1CCCc2ccccc21 (stereo unspecified) | 6 | -5% | -6% | -3% | -17% | -1.6 | -9% | -4% |
| O=C1COc2ccc(C(=O)COC(=O)CNS(=O)(=O)c3cccc(F)c3)cc2N1 | -30 | -1% | -11% | 1% | 7% | -0.4 | -6% | 8% |
| O=C1CC(c2ccccc2)CC(O)=C1C=NCCN1CCOCC1 (stereo unspecified) | nt | -17% | -12% | 1% | 5% | -1.2 | -6% | 1% |
| Cc1ccc(CNC(=O)CCC2CCCN(Cc3c(C)nn(C(C)C)c3C)C2)o1 (stereo unspecified) | 0 | -3% | -9% | 9% | -3% | 0.0 | -5% | 9% |
| CC(=O)OCC1=C(C(=O)O)N2C(=O)C(NC(=O)Cn3nc(C(F)F)c(Cl)c3C)C2SC1 (stereo unspecified) | -5 | 21% | -11% | -11%[11.6 µM] | -10% | 0.3 | -28% | -7% |
| CCC(=O)Nc1nnc(-c2ccccn2)o1 | -1 | -39% | 3% | -7% | -4% | 1.4 | -1% | 8% |
| CC(C(=O)NC1CCCC1)N1CCN(S(=O)(=O)c2ccccc2Cl)CC1 (stereo unspecified) | -10 | 7% | -1% | 7% | 0% | 0.2 | 7% | 6% |
| CC(=O)Oc1c(-c2ccc(Br)o2)oc2ccccc2c1=O | -7 | 19% | -69%[inhibitor] | -10%[57.1 µM] | -16% | 3.8 | -8% | -5% |
| O=C(NCc1ccc(Cl)cc1)c1ccc(-c2ccc(F)c(F)c2)c2ccoc12 | -1 | 2% | -11% | -7% | -10% | -0.3 | -10% | 1% |
| COc1cc(OC)cc(C(=O)N[C@H](C(=O)OCC(=O)Nc2ccc(C(C)C)cc2)C(C)C)c1 | 19 | 47% | -2% | -27%[57.1 µM] | -29% | -3.9 | -4% | -6% |
| COC(=O)c1nc(-c2ccc(C)cc2)[nH]c1C(C)(C)C | -18 | -18% | 0% | -8% | ? | -0.2 | -13% | -8% |
| COc1ccccc1CNCCS(=O)(=O)NN1CCOCC1 | ? | 5% | -12% | 3% | 8% | 0.1 | 11µM* | -5% |
| COc1ccccc1NC(=O)C1CCN(S(=O)(=O)c2ccc3c(c2)NC(=O)C(C)S3)CC1 (stereo unspecified) | -3 | ? | nt | -8% | -20% | -0.5 | 10% | -15% |
| CCSc1nc(-c2ccccc2)cc(=O)[nH]1 | -2 | -16% | 7% | 5% | 17% | -0.1 | 5% | 12% |
| COc1ccc(C)cc1NC(=O)c1ccc(S(=O)(=O)N2CCOCC2)cc1 | nt | 15% | 20% | -5% | -5% | -0.6 | 6% | 11% |
| Cc1nn(C(C)C(=O)N2CCCC2)c(=O)c2nn(-c3ccccc3)c(C)c12 (stereo unspecified) | -2 | 1% | 4% | 7% | 6% | -2.2 | -21% | 12% |
| CNc1oc(-c2ccc(Cl)cc2)nc1P(=O)(c1ccccc1)c1ccccc1 | nt | ? | -1% | -5% | 0% | 0.2 | 0% | 16% |
| CCOC(=O)N1CCN(C(=O)C[C@@H]2C[C@@]3(C(=O)OC)CC(C)(C)CC=C3N(CCc3ccc(OC)c(OC)c3)C2=O)CC1 | -4 | 40% | -4% | 0% | -16% | -0.7 | 2% | -4% |
| COc1ccc(NC(=O)CSc2nnc(-c3ccncc3)n2C)cc1 | -1 | 13% | -8% | -15% | -9% | -0.2 | -22% | -9% |
| Cc1ccc(/C(C#N)=C\c2ccc(N3CCOCC3)o2)cc1 | nt | 22% | -84%[inhibitor] | -15% | -3% | -0.4 | 12% | 11% |
| Cc1ccc(CCNC(=O)c2cc(C)nn2-c2ccccc2)cc1 | 0 | -7% | 12% | 0% | 2% | -2.0 | 0% | -3% |
| COCCNc1nc(C)cc(-c2cc(-c3ccc(Cl)cc3)on2)n1 | 22 | 6% | 7% | 12% | 7% | 0.0 | 5% | 10% |
| COC(=O)/C=C1/SC(=NC(=O)c2ccc(OC)cc2)NC1=O | -7 | ? | 9% | 3% | -7% | 1.1 | -6% | -1% |
| O=Cc1ccc(OC(=O)c2cccnc2)cc1 | -9 | 6% | -9% | 3% | 18% | -1.8 | -10% | 4% |

Going on with the list.
| Structure | PI5P4K alpha inh | FUS yeast rescue | Abeta yeast res | WRN inhibitor | EPAC1 antag | IL-2 act | PLK1 PBD block | EPAC1 agonist |
| --- | --- | --- | --- | --- | --- | --- | --- | --- |
| Cc1nc([N+](=O)[O-])c(Br)n1CC(=O)c1cccc([N+](=O)[O-])c1 | 9 | 17% | -7% | -4% | 5% | -0.8 | ? | 4% |
| Cc1ccccc1C(N)c1ccncc1 (stereo unspecified) | -3 | 4% | -2% | 4% | 11% | 0.6 | -11% | 1% |
| CCOC(=O)C(C(=O)OCC)C(C#N)c1ccccc1 (stereo unspecified) | 1 | 9% | 16% | -17% | 8% | -0.7 | -16% | -1% |
| CCn1c(NCc2cc(OC)c(OC)c(OC)c2)nc2ccccc21 | 0 | 27% | -5% | 9% | -3% | -2.6 | -8% | -11% |
| O=C(O)CCCC(=O)Nc1cc([N+](=O)[O-])ccc1O | 1 | -6% | -8% | -6% | -4% | 0.2 | -12% | 5% |
| CC1CC(C)(C)CC2(C1)NC(=O)N(CC(=O)N1CCN(S(=O)(=O)c3ccc(F)c(F)c3F)CC1)C2=O (stereo unspecified) | -2 | -19% | 12% | 10% | 9% | -0.1 | -1% | -17% |
